Compound activity as filed in PubChem.
Furin inhibitor: human furin inhibitors, primary screen, biochemical, fluorescence intensity. P09958. inhibition, % at 30 µM. purified furin, fluorogenic substrate cleavage. AID 463115, 2010. actives 0.061% (n = 220,000); in the data active = inhibition above about 25%; note: inactives centre near -15
Cl transport mod: KCC2 cotransporter modulators, thallium flux, primary screen, cell-based, HEK293 KCC2, FluoZin-2 fluorescence, MLSMR | AID 1456, 2008 | actives 2.2% (n = 190,000) | KCC2 cells, thallium flux FluoZin-2 fluorescence | B-score of Tl+ flux slope (higher = more flux/activation; lower = inhibition) at 10 µM | Solute carrier family 12 member 5 (Homo sapiens), Q9H2X9;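 active = thallium flux slope and its plate-corrected score both differing from the plate sample mean at a set confidence after two filtering rounds, in either direction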;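 note: slope of fluorescence scaled to starting intensity during 10 to 20 s after thallium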
m-calpain inh: inhibitors of pig calpain II, primary screen, biochemical, fluorogenic peptide substrate, 1536-well; purified calpain II, 30 min; inhibition, % at 16 µM; actives 0.37% (n = 220,000); AID 1236, 2008;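 active = inhibition above about 50%, limit read from the data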
FXIIa inh 1536: human FXIIa protease inhibitors, primary screen, biochemical, 1536-well. Coagulation factor XII (Homo sapiens), P00748. purified FXIIa, Boc-QGR-AMC fluorogenic substrate, 2 h. inhibition, % at 5 µM. actives 0.3% (n = 220,000). AID 800, 2007; in the data active = inhibition above about 40%;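 note: 0% = enzyme with no compound and 100% = blank without enzyme; many of its hits are not listed in these tables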
PERK inhibitor: block of dimerizer-induced PERK translation repression, primary screen, PERK inhibitor project, CHO PERK-DD cells, SEAP luminescence, HTS; Eukaryotic translation initiation factor 2-alpha kinase 3 (Homo sapiens), Q9NZJ5; CHO PERK-DD fusion, SEAP luminescence translation reporter; inhibition, % at 5.6 µM; actives 0.17% (n = 220,000); AID 1416, 2008;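 active = inhibition above the mean inhibition of all tested compounds plus 3 SD, set separately per screening campaign, cut at about 2.9% in these data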;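 note: PERK kinase domain activated by AP20187 dimerizer at 100 nM; 0% = DMSO with dimerizer and 100% = rapamycin at 8.4 µM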
Target sequence (Q9NZJ5 whole entry, looked up, the tested form may be a part): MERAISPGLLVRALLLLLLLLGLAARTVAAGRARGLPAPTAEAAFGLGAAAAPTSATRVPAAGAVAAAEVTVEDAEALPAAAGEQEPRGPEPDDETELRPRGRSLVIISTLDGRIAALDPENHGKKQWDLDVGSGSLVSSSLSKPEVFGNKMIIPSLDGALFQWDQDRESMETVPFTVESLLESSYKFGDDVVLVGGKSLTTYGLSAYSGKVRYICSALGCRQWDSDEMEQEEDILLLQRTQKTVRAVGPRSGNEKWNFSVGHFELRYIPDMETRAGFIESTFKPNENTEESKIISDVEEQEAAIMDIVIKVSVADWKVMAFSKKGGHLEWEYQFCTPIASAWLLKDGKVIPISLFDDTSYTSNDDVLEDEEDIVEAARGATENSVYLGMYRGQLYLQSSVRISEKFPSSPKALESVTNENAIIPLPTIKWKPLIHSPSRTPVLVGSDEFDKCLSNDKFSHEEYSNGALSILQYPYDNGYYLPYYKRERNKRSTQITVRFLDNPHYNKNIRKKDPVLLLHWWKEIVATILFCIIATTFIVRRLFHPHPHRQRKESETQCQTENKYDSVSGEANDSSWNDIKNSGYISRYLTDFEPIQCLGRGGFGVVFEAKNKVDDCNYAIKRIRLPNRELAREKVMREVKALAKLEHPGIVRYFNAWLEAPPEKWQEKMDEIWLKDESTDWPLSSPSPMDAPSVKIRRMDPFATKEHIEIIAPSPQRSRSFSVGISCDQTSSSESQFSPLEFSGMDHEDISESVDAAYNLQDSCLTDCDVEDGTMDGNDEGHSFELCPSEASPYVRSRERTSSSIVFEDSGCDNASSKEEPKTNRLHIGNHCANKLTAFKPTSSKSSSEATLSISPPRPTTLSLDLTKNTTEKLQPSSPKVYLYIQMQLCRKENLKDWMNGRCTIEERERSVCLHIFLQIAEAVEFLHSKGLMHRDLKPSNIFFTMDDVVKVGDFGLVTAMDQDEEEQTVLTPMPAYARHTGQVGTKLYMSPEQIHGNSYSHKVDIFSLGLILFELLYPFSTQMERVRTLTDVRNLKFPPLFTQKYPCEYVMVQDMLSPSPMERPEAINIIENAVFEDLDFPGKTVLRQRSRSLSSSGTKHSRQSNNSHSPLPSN
thrombin 1536: human alpha-thrombin inhibitors, primary screen, counter-screen for coagulation protease inhibitor project, biochemical, 1536-well, fluorogenic AMC substrate; Boc-VPR-AMC fluorogenic substrate cleavage; actives 0.26% (n = 220,000); Prothrombin (Homo sapiens), P00734; inhibition, % at 5 µM;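 active = inhibition at or above 40%; inactive = inhibition below 40%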;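 note: 0% = enzyme with no compound and 100% = wells without enzyme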
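Test system: human alpha-thrombin protein / Dosing: one concentration per compound, 5 µM, with 0.2% DMSO / Medium: pH 7.5 Tris-saline with Tween 20 / Benchmarks: no-compound enzyme wells and no-enzyme blanks / Read-out basis: percent inhibition of thrombin substrate cleavage / Timing: reaction at room temperature / Measured by: fluorescence, ex 355 nm, em 460 nm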
hK5 inh: human KLK5 protease inhibitors, primary screen, biochemical, 1536-well | recombinant hK5, fluorogenic AMC substrate cleavage | inhibition, % at 5 µM | actives 0.59% (n = 210,000) | AID 873, 2007;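 active = inhibition of 40% or more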;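 note: 0% = enzyme controls without compound and 100% = no-enzyme blanks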
Rad51 HR inh: human RAD51 strand exchange inhibitors, primary screen, biochemical, fluorescence. hRad51 DNA strand exchange, fluorescence dequenching. DNA repair protein RAD51 homolog 1 (Homo sapiens), Q06609. inhibition, % at 10 µM. AID 1385, 2008. actives 0.085% (n = 200,000);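 active = inhibition above 40% at the single screening dose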;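 note: 0% = DMSO control wells and 100% = blanks with heterologous ssDNA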
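Read-out basis: percent inhibition relative to plate controls and blanks / Assay system: human Rad51 nucleoprotein filaments preassembled on unlabelled ssDNA / Timing: filaments 15 min 37 °C, then compound 30 min / Control set: per-plate controls and blanks / Technique: fluorescence dequenching at 485/520 nm / Compound: 10 µM final, single point / Also added: Fluorescein- and BHQ1-tagged 47-mer duplex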
FXIa inh 1536: human FXIa protease inhibitors, primary screen, biochemical, 1536-well. Coagulation factor XI (Homo sapiens), P03951. purified FXIa, Boc-Glu-Ala-Arg-AMC fluorogenic substrate. inhibition, % at 5 µM. actives 0.14% (n = 220,000);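 active = inhibition of at least 40%; inactive = inhibition below 40%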;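 note: fluorescence of freed AMC excited at 355 nm; 0% = enzyme without compound and 100% = no enzyme blank; many of its hits are not listed in these tables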
The depositor's hits bear a star; i = inactive; · = not tested or not shown; [ ] = another dose, or the depositor's remark. This is a subset; the hit share may differ from the screen's.

SMILES	Furin inhibitor	Cl transport mod	m-calpain inh	FXIIa inh 1536	PERK inhibitor	thrombin 1536	hK5 inh	Rad51 HR inh	FXIa inh 1536
COc1cc(NC(=S)NCCc2ccc(S(N)(=O)=O)cc2)c(OC)cc1Cl	-17	2	27	13	-0.3	3	6	-1	5
O=C(CN1C(=O)c2ccccc2C1=O)Nc1ccc(Cl)cn1	-13	0.54	7	19	1.1	-8	-2	7	1
O=C(NCc1ccc(F)cc1)c1ccccc1OCc1ccccc1	8	-1.4	21	4	-0.5	-9	-18	1	1
NC(=O)c1nnn(-c2ccc([N+](=O)[O-])cc2)c1-c1ccccc1	-10	-0.92	6	3	0.3	-4	6	8	-9
COC(=O)CN(c1ccc(OCc2ccccc2)cc1)S(C)(=O)=O	-14	-0.57	-10	6	1.5	6	-3	33	-1
O=C(CN1C(=O)COc2ccccc21)N(Cc1ccc2c(c1)OCO2)CC1CCCO1 (centres undefined)	-6	-3.4	-39	11	-1.5	2	-28	-2	3
COc1ccc(S(=O)(=O)N2CCC(N3CCN(c4ccccc4OC)CC3)CC2)cc1	-21	-0.22	5	11	0.5	2	1	19	0
COc1ccc(CCNc2oc(COc3ccc(F)cc3)nc2C#N)cc1	-10[20 µM]	-0.38	47	20	1.0	13	23	5	18
O=c1[nH]c(=O)n([C@H]2C[C@H](O)[C@@H](CO)O2)cc1F	-17	-1.9	-13	11	0.6	-3	-10	-2	4
O=C(NCc1cccnc1)c1ccc(Cl)cc1[N+](=O)[O-]	-17[20 µM]	·	2	10	-0.5	0	-1	-6	1
CCN1CCN(S(=O)(=O)c2cc(C(=O)O)ccc2Cl)CC1	-5	-0.067	10	29	0.7	5	18	-2	18
CC1=C(C(=O)Nc2ccccc2)C(c2ccc(C)o2)n2c(s/c(=C\c3ccco3)c2=O)=N1 (centres undefined)	-14	·	-52	4	-0.2	-1	11	0	-4
Cc1ccc2c(c1)N=C(c1ccc(Cl)cc1)CO2	-2[20 µM]	0.45	9	12	0.4	2	9	-5	6
O=C(N/N=C/c1ccc2c(c1)OCO2)C(O)c1ccccc1 (centres undefined)	-4	4.7*	3	4	0.6	-9	-12	-5	3
O=C(OCc1ccccc1)c1ccc(Br)o1	-10[20 µM]	-0.34	-8	7	0.5	-3	-7	-5	1
COC(=O)c1sc2nc3c(cc2c1N)C(=O)CC(C)(C)C3	-13	0.5	-36	12	0.1	-1	-8	-2	3
O=C(NC1CCCCC1NC(=O)c1cccs1)c1cccs1 (centres undefined)	-34[20 µM]	0.24	18	14	0.5	7	6	6	6
Cn1c(=O)[nH]c(=O)c2c1nc(Br)n2CCOc1ccccc1	-23	0.36	-1	19	0.1	4	-2	-3	2
COc1cc(CNCCc2ccc(F)cc2)ccc1OCc1ccc(Cl)nc1	-10[20 µM]	0.49	26	-3	-1.4	-9	-23	-10	2
Cn1ccnc1C(O)c1cc(C(C)(C)C)c(O)c(C(C)(C)C)c1 (centres undefined)	-30	-0.06	-4	5	-0.9	5	-3	5	1
O=C(N/N=C/c1ccc[nH]1)c1ccc2c(c1)OCO2	-32	-0.87	-23	15	-0.2	6	5	0	2
Clc1cccc(Cl)c1-c1nnc2cccc(Cl)n12	-15[20 µM]	-0.0072	-13	15	1.1	3	-11	-5	7
CCNC(=O)NC(=O)CSc1ccc2ccccc2c1	-19	-0.71	4	3	1.2	-4	8	3	-1
COCCN(C(=S)Nc1ccc(C)c(C)c1)C(C)c1ccco1 (centres undefined)	-30	-1.4	-5	7	1.3	-11	9	-2	2
CCOc1ccc(C(CC(=O)O)NC(=O)COc2ccccc2)cc1OC (centres undefined)	-16	-0.0091	-11	1	0.8	-11	-10	14	-5
O=C1COc2ccc(S(=O)(=O)Nc3ccc4c(c3)OCO4)cc2N1	-18	-0.33	26	10	-0.5	0	1	·	13
N#Cc1ccccc1NC(=O)c1ccc2c(Cl)c3c(nc2c1)CCCC3	-15	-0.86	-44	7	0.5	3	-7	-3	1
O=C(O)CNc1ccc(S(=O)(=O)C(F)(F)F)cc1[N+](=O)[O-]	-8	·	27	2	1.3	-4	0	-24	2
CCN(CC)S(=O)(=O)c1cccc(NC(=O)COC(=O)c2n[nH]c(=O)c3ccccc23)c1	-13	-0.8	5	5	0.9	2	22	14	7
Cc1ccc(-n2c(-c3ccc(Br)cc3)c[n+]3c2CCc2ccc4cccnc4c2-3)cc1	-11[20 µM]	-1.4	8	28	0.2	11	-2	10	17
CC(C)Cn1c(/C=C/c2ccccc2)nc2ccccc21	-12	-0.47	-150	-13	-0.5	-10	-27	-6	-6
COc1ccc2oc(=O)c(C(=O)NCc3ccccn3)cc2c1	-15[20 µM]	-0.23	i	-3	0.1	2	-14	-1	-2
CCOC(=O)C1CCN(C(=O)c2cn(CCOC)c(=O)c3c2c2ccccc2n3C)CC1	-44	·	-126	13	-0.2	1	-6	3	1
O=[N+]([O-])C(/C=C(\Cl)[N+](=O)[O-])=C(N1CCCCC1)N1CCCCC1	8	0.7	10	7	0.7	-7	2	21	-2
CCn1c(SCC(=O)OC)nc2sc3c(c2c1=O)CCC3	-4	·	-70	25	-0.3	4	-35	-4	4
CC(=O)c1c(C)cc(C)c(CSc2nc(C)cc(=O)[nH]2)c1C	-22	-2.7	-4	10	0.8	-1	-7	1	-4
COc1ccc(NC(=O)C2CC(=O)OC2(C)C)cc1 (centres undefined)	-13[20 µM]	0.44	-33	-2	1.2	-19	3	5	4
CN(C(=O)COC(=O)c1cccc(NS(=O)(=O)c2ccc(F)c(F)c2)c1)C1CCS(=O)(=O)C1 (centres undefined)	-20	·	8	2	0.3	-2	-5	-104	-3
O=C(CC1S/C(=N\S(=O)(=O)c2ccccc2)N(c2ccccc2)C1=O)Nc1ccc(F)cc1 (centres undefined)	-27	-1.2	-27	2	0.4	-4	-8	-10	-5
COCCNC(=O)c1ccccc1-c1nc(-c2ccccc2Cl)no1	-22	·	24	17	-0.2	10	7	-9	6
Cc1cc(C)c2nc(/N=C(\N)NC(=O)Nc3ccccc3)nc(C)c2c1	-24	0.54	-78	7	0.4	-1	-23	-2	-2
COc1ccc(CN2CCN(Cc3ccc(C)cc3)C(CCO)C2)cc1OC (centres undefined)	-34	0.91	-18	9	0.1	3	·	·	-5
O=C1C(Cl)=C(NCC2CCCO2)C(=O)N1c1cccc(Cl)c1Cl (centres undefined)	1[20 µM]	0.81	6	16	0.4	5	1	-8	9
COc1ccc(NC(=O)CC(NCCc2ccccc2)C(=O)O)c(OC)c1 (centres undefined)	-17	·	3	10	1.7	-1	1	0	7
O=C(NCCc1c[nH]c2ccc(Cl)cc12)c1ccc([N+](=O)[O-])cc1	-14	1.2	19	7	-0.1	4	6	2	2
COc1cccc2c1OCC/C2=N\NC(=O)C(C)Oc1ccc([N+](=O)[O-])cc1 (centres undefined)	-15	·	-13	4	0.6	-8	-2	26	-1
C#CCOCCOCCOCCNc1nc(N2CCN(C(=O)[C@H](CCC(=O)O)n3cc(C(N)CC(C)C)nn3)CC2)nc(N2CCN(C(=O)[C@H](Cc3ccc(O)cc3)n3cc(C(N)CC(C)C)nn3)CC2)n1 (some centres undefined)	-15	0.39	12	3	1.0	-8	-1	4	-3
O=C(COc1cccc2ccccc12)N1CCN(c2ccccn2)CC1	-11[20 µM]	-1	6	-1	-0.6	5	11	12	6
O=S(=O)(c1cccc2cccnc12)N1CCN(c2ccccn2)CC1	-14	-0.84	-18	9	0.1	-4	-3	-12	-4
CC(=O)N1CCc2cc(S(=O)(=O)CCC(=O)Nc3ccc4c(c3)OCCO4)ccc21	-25	·	-38	12	1.3	-1	4	·	-16
(listing goes on)
SMILES	Furin inhibitor	Cl transport mod	m-calpain inh	FXIIa inh 1536	PERK inhibitor	thrombin 1536	hK5 inh	Rad51 HR inh	FXIa inh 1536
COC(=O)c1cc2c(C)c(C)c3ccccn3c-2c1C(=O)OC	-7[20 µM]	-0.049	-46	-3	0.5	-2	-13	-7	7
O=C(CSc1nc2ccccc2o1)N/N=C/c1ccccc1	-23	-0.23	-9	14	1.2	3	0	·	12
CCNC(=S)Nc1cccc(F)c1C	-27	-0.89	-10	6	0.9	-10	-5	-3	-4
Cc1nc(N2CCN(C)CC2)c2sc(=S)n(C)c2n1	-6	-0.29	6	12	1.6	-2	-5	0	4
Cc1cc(C)c([N+](=O)[O-])cc1-c1ccc(/C=N/c2c(-c3ccco3)nc3ccccn23)o1	-24	0.42	-461	-12	1.1	-6	4	0	-12
NCCCC[C@H](NC(=O)C1CCNCC1)c1nnc(CN)o1	-32	0.034	-12	8	0.5	-5	2	-4	-1
COc1ccc(F)cc1S(=O)(=O)N1CCCCC1	-19	-0.19	-7	1	1.4	-7	1	-1	-2
O=S(=O)(c1ccc(Br)cc1)N1CCn2c(nc3ccccc32)C1	-21	-0.3	-10	11	0.7	-2	-5	3	3
COc1ccc(CN2CNc3nc4ccccc4n3C2)cc1	-18[20 µM]	·	-13	22	-0.4	6	-6	-2	10
O=C(c1ccco1)N1CCN(c2cc(=O)n(C3CCCCC3)c(=O)[nH]2)CC1	0	·	-3	-3	0.7	-4	2	-2	-6
CC(=O)Nc1ccc(S(=O)(=O)N2CCN(c3cc(C)nc4ncnn34)CC2)cc1	-12	·	19	9	0.8	-7	16	6	-1
COc1cccc(C=Nc2cccnc2)c1O	-23	-1	18	11	-0.4	-1	6	-1	7
CCOC(=O)c1cc(NC(=O)c2ccco2)ccc1N1CCOCC1	-19	-0.69	-5	2	1.3	-12	-3	2	-3
O=C(COC(=O)c1c2c(nc3ccccc13)CCN(Cc1ccccc1)C2)Nc1c(F)cccc1F	-19	0.057	-3	24	-0.6	-2	-14	-4	19
Cc1sc2nc(COC(=O)CNC(=O)c3ccc(C(C)(C)C)cc3)[nH]c(=O)c2c1C	-24	-0.67	-53	11	0.1	2	-5	·	5
Cc1ccc(C)c(NC(=O)COC(=O)CNC(=O)c2ccccc2Cl)c1	-19	-1.5	-1	10	0.8	1	0	6	1
CCn1c(SCC(=O)Nc2ccc(S(=O)(=O)Nc3ccccn3)cc2)nnc1-c1ccncc1	-13[20 µM]	-0.049	-29	22	1.3	3	6	·	16
